Compound activity: PubChem, National Center for Advancing Translational Sciences (NCATS)
GALK inhibitor: blocks human galactokinase activity. P51570. Purified GALK, Kinase-Glo residual ATP luminescence. Potency, µM (titrated, usually from 57.5 µM), without a hit: top-dose activity change, negative = inhibition, hits mostly inhibitors. hit rate 0.007% among 270,000. AID 1868; further: potency means the concentration at half of the fitted maximal effect; on the % scale 0 is the no-effect control and ±100 the full control effect
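ATP-depletion format; final 35 uM ATP, 100 uM D-galactose, 5 nM enzyme; pH 8.0 HEPES/Mg2+ buffer; 60 min RT; luminescence read 10 min after detection reagent.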
KCNH2 3.1 block: KCNH2 3.1 (human) potassium channel inhibition | AID 720553 | activity change, % (tested at about 1.8 µM) | U2OS KCNH2 3.1, thallium flux FluxOr; stronger effect = lower value | hit rate 0.95% among 340,000;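 active means maximum activity change below -70%; inconclusive means maximum activity change from -70% to -50%; inactive means maximum activity change above -50%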;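 further: thallium influx rate constant from kinetic fluorescence after stimulation buffer; on the % scale 0 is the no-effect control and ±100 the full control effect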
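Thallium flux read-out: FluxOr dye with Red40 quencher in HBSS/HEPES, 45 min at RT. Rate constants from kinetic reads were normalized to positive and negative DMSO controls. Cells: U2OS virally expressing the 3.1 isoform.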
AT treatment: potential ataxia-telangiectasia treatments restoring KAP-1 phosphorylation; […] A-T fibroblasts, KAP-1 phosphorylation AlphaLISA; neocarzinostatin DNA damage 30 min before lysis; Potency, µM (series often up to 57.5 µM), for the others: at the highest dose activation, hits mostly activators; hit rate 0.19% among 320,000; further: potency means the concentration at half of the fitted maximal effect; % of control where 0% means no effect; nearly all actives have a fitted effect of over 45% in size
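ATM-like activity read as KAP-1 phosphorylation via AlphaLISA donor/acceptor antibody pairs after lysis and 6 hr at 25C. Cells were ATM-null patient fibroblasts ([…], hTERT), dosed 60 min, then exposed to the DSB inducer NCS for 30 min.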
FBPA coupling cs: counter-screen for Giardia aldolase inhibitors: coupling enzyme system; coupling enzyme system counterscreen, AmpLite Red fluorescence; hit rate 0.67% among 290,000; activity change, negative = inhibition, % at 58.2 µM, hits read low; AID 2472; in the data active means activity change below about -30%; further: on the % scale 0 is the no-effect control and ±100 the full control effect
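Counterscreen of the coupled detection system alone, without aldolase: glyceraldehyde-3-phosphate coupling enzymes plus AmpLite Red readout. Compounds at 57.5 uM final, 10 min RT preincubation, 20 min RT reaction, fluorescence 525/598 nm.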
S-ASM inh: inhibitors of human secretory acid sphingomyelinase; placental ASM, HMU-PC fluorogenic substrate, 60 min; Potency, µM (series often up to 57.5 µM), without a hit: at the highest dose activity change, negative = inhibition, actives largely listed as inhibitors; hit rate 0.006% among 340,000; further: potency means the concentration at half of the fitted maximal effect
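Fluorescence read-out (Ex 386 nm, Em 447 nm) after stopping the reaction at pH 10. Enzyme: ASM from human placenta; substrate HMU-PC0, 9 uM final; 60 min, 37 °C. Compound preincubation 10 min, ambient temperature.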
MBNL1-CUG inh: inhibitors of human MBNL1 binding to CUG repeat RNA | Q9NR56 | TR-FRET MBNL1-His/biotin-(CUG)12 binding, 665/545 ratio | Potency, µM (series often up to 57.5 µM), for the others: top-dose activity change, negative = inhibition, hits mostly inhibitors | hit rate 0.036% among 280,000 | AID 2675; active means well fitted inhibition curve with a large enough effect in the signal ratio, with a control signal flat, not every such curve was filed as active; inconclusive means small, poorly fitted or top-dose-only effect, or effect the other way, or a change in a side signal; inactive means no such curve, though single readings can be large or run the other way; the % refers to the signal ratio; further: potency means the concentration at half of the fitted maximal effect; on the % scale 0 is the no-effect control and ±100 the full control effect
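Compound titration spanned 92 nM–58 uM against the MBNL1-His/biotin-(CUG)12 complex. After 60 min at room temperature with 5 nM streptavidin-XL665 and 0.055 ng/ul terbium anti-His, ratiometric 665/545 nm emission (Ex 340 nm) normalized to controls.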
TRPV1 ag: human TRPV1 agonism | activation, % at 8.33 µM | AID 540275 | TRPV1-expressing cells, Fluo-8 calcium influx, agonist mode | hit rate 0.19% among 320,000; in the data active means activation above about 80%; inconclusive means between about 30% and that limit; further: 0% is about no effect
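Fluo-8 calcium influx in TRPV1-expressing cells, kinetic read (ex 480/em 520 nm). Compound added and read 3 min for agonist activity, followed by capsaicin at EC20 final and 2 min further read for enhancement.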
a7 integrin act: activates integrin-mediated alleviation for muscular dystrophy; alpha7betagal myoblasts, beta-gal FDG fluorescence, 48 h; Potency, µM (titrated, usually from 38.3 µM), for the others: top-dose activation, actives largely listed as activators; hit rate 0.064% among 350,000; AID 624291;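 further: potency means the concentration at half of the fitted maximal effect; 100% = response of the positive control SU9516; nearly all actives have a fitted effect of over 60% in size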
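alpha7betagal+/- myoblasts (passage 13, 250/well) treated 48 h at 37C with compounds at 1:260 dilution of DMSO stock. Lysed, then beta-galactosidase activity read as FDG fluorescence (ex 480/em 540) after 30 min, with pre-read for autofluorescence.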
CXXC DNA block: MLL CXXC-DNA interaction inhibition | Q03164 | MLL-CXXC / FITC-HOXA9 DNA fluorescence polarization | Potency, µM (series often up to 115 µM), for the others: at the top dose activity change, negative = inhibition, actives largely listed as inhibitors | hit rate 0.037% among 290,000 | AID 2662; active means well fitted inhibition curve with a large enough effect in the polarisation, with a control signal flat, not every such curve was filed as active; inconclusive means small, poorly fitted or top-dose-only effect, or effect the other way, or a change in a side signal; inactive means no such curve, though single readings can be large or run the other way; the % refers to the polarisation; further: potency means the concentration at half of the fitted maximal effect
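Purified MLL-CXXC (added from a 7 uM solution) was preincubated 5 min at ambient with pinned compounds in 50 mM Tris-HCl pH 7.5, 50 mM NaCl, 1 mM DTT, 0.05% BSA. Fluorescein-labeled HOX-A9 DNA (50 nM solution) followed, 30 min, then polarization read.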
KCNH2 WT inh: inhibitors of human wildtype KCNH2 potassium channel; U2OS, BacMam KCNH2, thallium flux FluxOr; stronger effect = lower value; activity change, % at 1.84 µM; AID 720551; Q12809; hit rate 0.37% among 340,000;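 active means maximum activity change below -70%; inconclusive means maximum activity change between -70% and -50%; inactive means maximum activity change above -50%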; further: on the % scale 0 is the no-effect control and ±100 the full control effect
Target sequence (Q12809 whole entry, looked up): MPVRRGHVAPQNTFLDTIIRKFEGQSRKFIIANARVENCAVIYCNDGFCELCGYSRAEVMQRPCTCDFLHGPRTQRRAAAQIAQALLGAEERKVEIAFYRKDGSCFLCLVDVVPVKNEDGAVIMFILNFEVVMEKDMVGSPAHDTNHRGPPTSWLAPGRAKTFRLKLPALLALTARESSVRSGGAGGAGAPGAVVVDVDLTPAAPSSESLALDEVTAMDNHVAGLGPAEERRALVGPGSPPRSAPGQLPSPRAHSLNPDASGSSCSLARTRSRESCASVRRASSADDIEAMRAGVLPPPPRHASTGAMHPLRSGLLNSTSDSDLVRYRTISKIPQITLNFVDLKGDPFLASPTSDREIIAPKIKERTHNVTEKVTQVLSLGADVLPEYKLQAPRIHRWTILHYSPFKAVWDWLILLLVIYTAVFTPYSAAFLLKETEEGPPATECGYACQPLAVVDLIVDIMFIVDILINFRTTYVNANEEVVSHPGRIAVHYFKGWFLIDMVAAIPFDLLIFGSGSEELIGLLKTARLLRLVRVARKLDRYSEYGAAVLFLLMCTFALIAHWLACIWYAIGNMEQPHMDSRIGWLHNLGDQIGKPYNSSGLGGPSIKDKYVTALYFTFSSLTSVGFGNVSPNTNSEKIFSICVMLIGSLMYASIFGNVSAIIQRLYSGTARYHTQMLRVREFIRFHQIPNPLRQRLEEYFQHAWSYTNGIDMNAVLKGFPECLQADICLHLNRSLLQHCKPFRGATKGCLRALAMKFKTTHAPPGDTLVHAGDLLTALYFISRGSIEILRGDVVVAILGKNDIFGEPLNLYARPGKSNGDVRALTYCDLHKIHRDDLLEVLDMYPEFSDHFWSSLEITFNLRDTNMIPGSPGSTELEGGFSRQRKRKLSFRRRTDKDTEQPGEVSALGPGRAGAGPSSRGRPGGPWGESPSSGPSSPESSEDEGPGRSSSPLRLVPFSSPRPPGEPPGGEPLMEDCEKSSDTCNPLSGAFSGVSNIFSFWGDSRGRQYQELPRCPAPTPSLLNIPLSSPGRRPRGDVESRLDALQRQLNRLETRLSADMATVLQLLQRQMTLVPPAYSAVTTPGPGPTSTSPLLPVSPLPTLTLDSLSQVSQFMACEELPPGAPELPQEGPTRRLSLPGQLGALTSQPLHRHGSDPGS
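U2OS cells were transduced with wild-type KCNH2 virus (2.03 x 10^8 / mL) for 4 h at room temperature, then cultured overnight at 37 C. Thallium flux was read with FluxOr dye. Rate constants were normalized to DMSO controls.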
Numbers without * were called inactive; u = inconclusive; x = not tested or not shown; [ ] = remark or other dose. Unless noted, the call rests on the fitted dose curve; in most records, active means well fitted curve in the direction sought with a large enough effect; inconclusive means small, poorly fitted or top-dose-only effect, or another doubt; inactive means no such curve, though single readings can be large; an effect the other way counts as inactive or inconclusive.

SMILES	GALK inhibitor	KCNH2 3.1 block	AT treatment	FBPA coupling cs	S-ASM inh	MBNL1-CUG inh	TRPV1 ag	a7 integrin act	CXXC DNA block	KCNH2 WT inh
COc1cc(C2SCC(=O)N2CCCN(C)C)cc(OC)c1OC (stereo not given)	-1%	1	5%	-2	-1%	3%	0	-2%	26%	-5
COc1cc(NC(=O)COC(=O)c2ccccc2F)cc(OC)c1	-4%	-1	5%	0	-1%	-9%	-7	27%	16%	0
O=C1Nc2cc(Cl)c(Cl)cc2N(O)N1c1ccc(Cl)cc1	2%	19	2%	-3	6%	5%	0	-18%	-9%	8
O=Cc1cn(-c2ccccc2)nc1-c1ccncc1	3%	5	-3%	2	4%	-3%	9	11%	u	-4
CC(C)C(=O)Nc1ccc2c(c1)oc1ccccc12	1%	-9	x	3	-2%	15%	-1	10%	-10%	2
O=C(Nc1ccc(NC(=O)c2ccc([N+](=O)[O-])cc2[N+](=O)[O-])cc1)c1ccco1	-2%	-2	1%	1	3%	u	2	-6%	22%	3
Cc1cc(NC(=O)CCC(=O)N(c2ccccc2)C(C(=O)NCC2CCCO2)c2cccnc2)no1 (stereo not given)	0%	2	-5%	6	-2%	5%	0	-13%	-2%	0
CCCCn1c(N)c(N(C(=O)CSc2nncn2-c2ccccc2)C2CCCC2)c(=O)[nH]c1=O	x	7	x	x	3%	x	x	-7%	x	1
C/C(CC(=O)Nc1ccc(N(C)C)cc1)=N\NC(=O)c1cnccn1	-1%	15	-6%	-3	5%	15%	5	0%	7%	-6
Cc1ccc(N2CC(C(=O)N3CCC(C(=O)Nc4cccc(Br)c4)CC3)CC2=O)cc1 (stereo not given)	1%	-14	-1%	5	-8%	-6%	u	-16%	3%	10
Cc1ccccc1N=Cc1cc2c(cc1[N+](=O)[O-])OCO2	1%	6	0%	-5	-1%	u	0	-7%	2%	6
O=C(C[n+]1cc(Br)cc(Br)c1)c1ccc(-c2ccccc2)cc1	0%	2	-5%	2	-10%	30%[activator]	5	4%	-10%	8
ClC(=C\c1ccccc1)/C=N/N1CCN(c2ccccn2)CC1	-1%	1	-11%	0	6%	-3%	-4	7%	10%	9
COC(=O)Cc1c(C)nc2nc(-c3ccc(C)cc3)[nH]n2c1=O	-1%	4	1%	-6	4%	10%	-1	16%	-1%	3
CCOC(=O)C1CCCN(c2c(N3CCN(c4ccccn4)CC3)c(=O)c2=O)C1 (stereo not given)	1%	10	18%	-3	0%	u	1	-1%	5%	4
O=C1CSC(c2cccc([N+](=O)[O-])c2)N1CCN1CCCCC1 (stereo not given)	0%	-4	1%	-2	0%	21%	2	9%	-8%	20
CCNC(=S)N(CCc1c(C)[nH]c2ccc(C)cc12)Cc1ccco1	x	-4	-5%	0	-2%	-4%	6	-3%	7%	-37
CCOC(=O)c1ccc(NC(=O)Cn2c(C)nc3c(sc(=S)n3CC)c2=O)cc1	-1%	0	3%	0	-4%	5%	-3	-4%	12%	-13
CCCCC(=O)Nc1c2c(nn1-c1ccc([N+](=O)[O-])cc1)CS(=O)(=O)C2	2%	-2	-1%	1	0%	u	3	36%	22%	x
CCOC(=O)Cn1c(O)c(N=NC(=O)CNC(=O)Cc2ccccc2)c2ccccc21	-1%	-9	0%	4	-4%	u	2	0%	-6%	-9
Cc1ccc(NC(=O)C2CCN(C(=O)OC(C)(C)C)CC2)cc1S(=O)(=O)N1CCCCC1	x	21	0%	x	-7%	x	10	u	x	-4
COc1ccc(CN2CCN(Cc3ccco3)CC2)cc1	-1%	4	-33%	0	-3%	2%	-4	0%	14%	22
CCOc1ccc(N=Nc2c(=O)[nH]n3c(=O)cc(C)[nH]c23)cc1	3%	6	-5%	3	-4%	u	-3	-2%	-18%	4
Nc1ccn([C@@H]2O[C@H](COS(=O)(=O)O)[C@@H](O)[C@H]2O)c(=O)n1	x	2	27%	x	6%	x	x	4%	x	-29
Cc1ccc(N(CC2CO2)S(=O)(=O)c2ccc([N+](=O)[O-])cc2)cc1 (stereo not given)	1%	12	0%	4	-2%	u	1	-24%	1%	-5

Quoted at random: 2 compounds from above
SMILES	GALK inhibitor	KCNH2 3.1 block	AT treatment	FBPA coupling cs	S-ASM inh	MBNL1-CUG inh	TRPV1 ag	a7 integrin act	CXXC DNA block	KCNH2 WT inh
CC(C)C(=O)Nc1ccc2c(c1)oc1ccccc12	1%	-9	x	3	-2%	15%	-1	10%	-10%	2
CCOC(=O)Cn1c(O)c(N=NC(=O)CNC(=O)Cc2ccccc2)c2ccccc21	-1%	-9	0%	4	-4%	u	2	0%	-6%	-9

(next part)
SMILES	GALK inhibitor	KCNH2 3.1 block	AT treatment	FBPA coupling cs	S-ASM inh	MBNL1-CUG inh	TRPV1 ag	a7 integrin act	CXXC DNA block	KCNH2 WT inh
COc1ccc(Cl)cc1Nc1nc2ccc(C)cc2n2cnnc12	5%	14	4%	2	42%	9%	7	u	u	-3
CCC(C(=O)Nc1ccccc1)c1ccccc1 (stereo not given)	1%	1	6%	2	3%	-3%	17	-18%	9%	-6
CC(=O)N(C)c1ccc(NC(=O)C(Sc2ccccc2)c2ccccc2)cc1 (stereo not given)	-1%	-4	3%	1	-1%	-4%	22	10%	33%[activator]	2
COC(=O)Cc1cc(=O)n2[nH]c(C)nc2n1	0%	-4	1%	3	-2%	4%	2	19%	0%	10
Cc1ccc(S(=O)(=O)CCC(=O)OCC(=O)c2ccc(C)c(C)c2)cc1	1%	3	-3%	1	-1%	-2%	0	3%	-1%	-12
O=Cc1ccc(OCCCOc2cccc3cccnc23)cc1	1%	-14	20%	-10	2%	3%	2	-47%[inhibitor]	6%	-13
Cc1ccccc1NC(=O)C(c1ccccc1)C1CCCC1 (stereo not given)	x	-2	x	0	-5%	-7%	-7	15%	5%	6
Cc1cc(C)nc(NC2=NCC(=O)N2c2ccc3c(c2)OCCO3)n1	0%	9	-4%	-2	0%	-4%	-1	25%	-9%	1
CC(C)c1ccc(NC(=O)COC(=O)c2c[nH]c(=O)[nH]c2=O)cc1	1%	-3	6%	0	1%	x	5	-7%	2%	-18
CC(C)CN(C(=O)CN1CCc2ccccc21)c1c(N)n(CC(C)C)c(=O)[nH]c1=O	5%	-4	-4%	-6	56%[activator]	-2%	-1	-18%	-6%	1
COc1ccc(/C=N/NC(=O)c2ccc(=O)[nH]n2)cc1OC	1%	-1	1%	2	4%	u	-2	16%	-1%	-2
CCOc1ccc(CCNS(=O)(=O)c2cccc3nsnc23)cc1OCC	0%	11	1%	1	2%	u	3	2%	2%	14
Cc1ccc(OCCn2ccnc2)c(C)c1	-4%	-4	-1%	3	5%	0%	-2	u	0%	-3
CCCC(=O)C1=C(O)C(C(=O)OC)C(C)(C)CC1=NCCc1ccc(OC)c(OC)c1 (stereo not given)	4%	18	0%	-1	4%	-8%	0	-14%	35%	2
Cc1ccc(S(=O)(=O)NC2(C(F)(F)F)C(=O)Nc3c2c(=O)n(C)c(=O)n3C)cc1 (stereo not given)	1%	8	-1%	3	5%	5%	-1	14%	5%	-11
COCCNC(=S)N1CCCN(c2nc3cc(C)ccc3cc2C#N)CC1	-4%	9	7%	-2	173%[activator]	15%	18	5%	-4%	-3
COCC(C)n1c(C)cc(C(=O)CN2c3cccc4cccc(c34)S2(=O)=O)c1C (stereo not given)	x	1	0%	x	69%[activator]	x	1	4%	x	7
COc1ccc(N2C(=O)C(Cl)=C(Nc3ccc(OC)cc3OC)C2=O)cc1	0%	-11	1%	0	3%	0%	6	-14%	5%	1
COc1ccc(N2CCN(C(=S)NCc3ccccc3)CC2)cc1	-4%	4	1%	-1	-1%	14%	u	-30%	3%	6
CC(C)(C)OC(=O)NCCc1nnc(SCC(=O)Nc2ccc(Br)cc2)o1	3%	-7	-5%	-1	-4%	-12%	2	-1%	-4%	-2
CC(=O)OC(=C(OC(C)=O)c1ccccc1)c1ccccc1	x	0	x	x	5%	x	x	0%	x	5
COc1ccc(-c2csc(N(CCCN(C)C)C(=O)c3cccs3)n2)cc1	8%	-43	9%	-1	-2%	-10%	5	-47%[inhibitor]	13%	27
COCc1cc(C)n(CC(=O)NCc2ccccc2)c(=O)c1C#N	-2%	9	0%	2	9%	0%	1	18%	2%	-3
COc1ccc(Cl)cc1C(=O)NNC(=O)CSc1nncn1C	x	-5	1%	x	2%	x	x	9%	x	-1
CCOC(=O)C1CCN(S(=O)(=O)c2cc3c(cc2C)NC(=O)CO3)CC1	x	-13	13%	4	-3%	6%	5	8%	x	19
COc1ccc(NC(=O)C(CC(C)C)NC(=O)C2CCC(C)CC2)cc1 (stereo not given)	1%	11	4%	0	-2%	1%	15	14%	-4%	-13
COc1ccc(OCCN2CCN(S(=O)(=O)c3ccccc3C#N)CC2)cc1	x	-17	-7%	x	-2%	x	3	10%	x	4
